Compound activity (PubChem BioAssay)
PTPN22 act – LYP phosphatase activators, primary screen, biochemical, DiFMUP fluorescence, 2 µM | Tyrosine-protein phosphatase non-receptor type 22 (Homo sapiens), Q9Y2R2 | 96,000 tested, 0.11% active | AID 697, 2007 | recombinant LYP; 0 = plate median, 100 = signal doubled | activation, % at 2 µM;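 active = activation at 2 µM above a set limit, the mean plus 5 SD, cut at about 37% in these data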
TNFa cytotox – cytotoxicity in TNFa-stimulated HUVEC, primary screen, cytotoxicity control for VCAM1 expression modulator project, imaging, Hoechst nuclei count; HUVEC TNFalpha-stimulated, Hoechst cell count; cell count reduction, % at 2 µM; AID 848, 2007; 93,000 tested, 0.17% active;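 active = cell count reduction exceeding the screen mean by over 5 SD, scaled to untreated wells per plate, cut at about 78% in these data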;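 note: cells counted after 24 h of TNF alpha exposure following the 1 h pretreatment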
HUVEC tox IL1B – cytotoxicity in IL-1B stimulated HUVEC, primary screen, cytotoxicity control for IL-1B NFkB translocation project, imaging, Hoechst nuclear count, IL-1B stimulus. HUVEC cell count loss. cell count reduction, % at 2 µM. 94,000 tested, 0.41% active;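 active = cell count reduction more than 3 SD above the screen-wide mean, cut at about 70% in these data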;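 note: normalized per plate to untreated control cells as the no-loss baseline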
VCAM1 TNFa inh – inhibitors of TNFa-induced VCAM1 expression, primary screen, imaging, HUVEC, TNFa stimulus, immunofluorescence; HUVEC TNFa-induced VCAM-1 immunofluorescence, high-content imaging; inhibition, % at 2 µM; 95,000 tested, 0.48% active; AID 802, 2007;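 active = inhibition above the batch mean plus 3 SD, with images confirmed as a hit by eye, cut at about 37% in these data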;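 note: 0% = TNF-stimulated DMSO wells and 100% = unstimulated control wells; not every result past the cut was called active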
FAK inh – FAK kinase inhibitors, primary screen, biochemical; Focal adhesion kinase 1 (Homo sapiens), Q05397; biochemical FAK kinase activity assay; inhibition, %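 (tested at 7 µM)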; 97,000 tested, 0.84% active; in the data active = inhibition above about 19%;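 note: 0% = DMSO and 100% = reference compound high control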
Target sequence (Q05397 whole entry, looked up): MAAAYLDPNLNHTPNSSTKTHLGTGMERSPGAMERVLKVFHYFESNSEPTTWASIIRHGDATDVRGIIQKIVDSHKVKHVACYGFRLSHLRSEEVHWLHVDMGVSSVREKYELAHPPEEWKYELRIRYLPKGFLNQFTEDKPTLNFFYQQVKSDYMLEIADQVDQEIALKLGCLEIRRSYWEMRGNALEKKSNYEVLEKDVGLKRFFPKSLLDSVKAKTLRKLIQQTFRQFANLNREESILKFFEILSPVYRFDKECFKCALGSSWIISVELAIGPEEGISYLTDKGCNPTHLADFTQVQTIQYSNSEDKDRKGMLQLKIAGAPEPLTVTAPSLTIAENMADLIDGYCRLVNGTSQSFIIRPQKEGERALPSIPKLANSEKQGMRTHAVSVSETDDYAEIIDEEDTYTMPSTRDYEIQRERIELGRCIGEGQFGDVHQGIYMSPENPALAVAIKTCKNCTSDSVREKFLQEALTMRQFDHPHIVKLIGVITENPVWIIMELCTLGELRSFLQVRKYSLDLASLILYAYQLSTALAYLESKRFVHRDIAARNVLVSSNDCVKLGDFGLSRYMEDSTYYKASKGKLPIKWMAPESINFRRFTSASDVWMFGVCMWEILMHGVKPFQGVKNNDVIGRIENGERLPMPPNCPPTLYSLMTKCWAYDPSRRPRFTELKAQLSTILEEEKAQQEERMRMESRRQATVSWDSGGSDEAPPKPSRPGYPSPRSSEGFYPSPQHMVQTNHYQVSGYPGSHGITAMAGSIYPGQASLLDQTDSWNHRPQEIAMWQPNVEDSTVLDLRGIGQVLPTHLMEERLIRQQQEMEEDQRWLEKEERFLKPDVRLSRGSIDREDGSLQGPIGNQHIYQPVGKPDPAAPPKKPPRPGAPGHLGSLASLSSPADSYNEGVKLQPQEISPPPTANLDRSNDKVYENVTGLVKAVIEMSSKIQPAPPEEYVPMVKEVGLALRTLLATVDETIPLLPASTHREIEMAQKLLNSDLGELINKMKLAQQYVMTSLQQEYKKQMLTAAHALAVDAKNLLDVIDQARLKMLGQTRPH
LYP inh 2 – PTPN22 phosphatase inhibitors, primary screen, biochemical, DiFMUP fluorescence, 2 µM; Tyrosine-protein phosphatase non-receptor type 22 (Homo sapiens), Q9Y2R2; recombinant LYP catalytic domain; inhibition, % at 2 µM; 96,000 tested, 0.21% active; AID 640, 2007;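 active = inhibition at 2 µM at or above a set limit, the screen mean plus 3 SD, cut at about 24% in these data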;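 note: 0% = DMSO with enzyme and 100% = enzyme fully blocked by orthovanadate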
cytoskel mod – modifiers of F-actin cytoskeleton organization, primary screen, imaging, HUVEC, phalloidin staining, high-content imaging. HUVEC TNFa F-actin phalloidin imaging. inhibition, % at 2 µM. 91,000 tested, 0.18% active;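 active = inhibition above the batch mean plus 3 SD and confirmed as a hit by visual image inspection, cut at about 30% in these data, passing the limit was not always enough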; note: strong numbers were not always called active
Pyk2 oligo antag – antagonists of Pyk2 self-association, primary screen, Q293 cells, FERM NanoBiT luminescence, HTS; Protein-tyrosine kinase 2-beta (Homo sapiens), Q14289; 99,000 tested, 0.83% active; stronger effect = lower value; AID 1347419, 2020; z-score (the deposit names both 25 µM and 10 µM);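 active = Z-score of -3 or lower, scaled per plate to the spread of control and sample wells; inactive = z-score above -3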;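 note: negative z-score means lost luminescence so less FERM oligomerization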
ERa coact inh – ERα–SRC-1 coactivator interaction inhibitors, primary screen, biochemical, TR-FRET, ERα LBD, estradiol-bound; Estrogen receptor (Homo sapiens), P03372; TR-FRET ER-alpha LBD / SRC-1 peptide; inhibition, % at 25.6 µM; 86,000 tested, 1.7% active; in the data active = inhibition above about 50%;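 note: 0% = receptor plus peptide control and 100% = peptide only without receptor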
Active calls of the source: *; / = not tested or not shown; [ ] = another dose, or the depositor's remark.

Results follow in this order: LYP inh 2, VCAM1 TNFa inh, PTPN22 act, ERa coact inh, TNFa cytotox, cytoskel mod, Pyk2 oligo antag, FAK inh, HUVEC tox IL1B
CCOC(=O)C(NC(=O)CC)(Nc1sc2c(c1C(=O)OC)CCN(C)C2)C(F)(F)F (configuration not stated)
    8.5, 13.1, -8.3, -3.5, -3.7, -8.9, -0.15, -5.1, 10.8
COc1ccc(Nc2nnc(Cc3ccccc3)c(=O)[nH]2)c(OC)c1
    2.5, -7.2, -2.3, -35.6, -19.8, 28.1, -0.19, -5.9, 21.9
O=C(C1CCCN(Cc2cccnc2)C1)N1CCCCC1 (configuration not stated)
    -6.6, 17.6, 3.9, /, -10.7, -0.7, 0.03, -3.0, -23.0
COc1ccc(Cl)cc1C(=O)OCC(=O)NC(=O)c1cccn1C
    -13.1, 16.3, 9.8, 5.1[fluorescence artefact?], 5.7, -16.3, -0.12, 2.8, 21.9
CN1C(=O)CC(C(=O)Nc2ccc(F)cc2)SC1=Nc1ccc2c(c1)OCO2 (configuration not stated)
    -22.6, 0.8, 18.6, 39.9, -15.5, 19.8, 0.65, -0.6, -33.6
Cn1c(CNC(=O)c2ccccc2)nnc1SCC(=O)N1CCN(c2ccccc2)CC1
    3.4, -14.2, -2.8, -5.1, 2.9, -9.5, 0.77, 0.9, -12.9
COc1ccc(Br)cc1C(=O)Nc1ccc(NC(=O)c2ccco2)cc1
    4.6, 8.3, -4.0, 28.5, -14.6, 21.3, -1.74, -1.3, 7.9
CN(C1CCS(=O)(=O)C1)S(=O)(=O)c1ccc(N2CCCC2=O)cc1 (configuration not stated)
    -10.9, 6.0, 12.8, -10.7, -24.5, 0.0, -0.71, -1.5, -4.3
NC(=O)c1cccnc1Oc1cccc(Cl)c1
    -5.8, -1.8, 4.2, /, -3.0, 7.4, 0.85, -0.3, -22.0
Cc1onc(-c2ccccc2Cl)c1C(=O)NCc1nc(-c2ccccc2)no1
    10.6, -5.9, -10.7, 2.6, -17.1, -4.8, -0.54, 4.6, -21.1
O=Cc1cn(-c2ccccc2)nc1-c1cc2c(ccc3ccccc32)oc1=O
    23.9, 12.4, -22.6, 51.6*, /, 8.7, 1.4, 8.7, 4.9
O=C1c2ccccc2C(=O)N1c1cccc(-c2nc3ccccc3o2)c1
    8.9, -3.0, -4.8, /, -18.7, 28.3, -0.66, -5.4, -33.9
Cc1ccc(-c2nn(C)c(=O)c3ccccc23)cc1CNC(=O)CSc1nc2ccccc2o1
    -1.5, 0.1, -1.6, 0.0, -21.3, -2.5, 0.23, -0.3, 6.5
COC(=O)c1ccc(CSc2nc3ccccc3c(=O)n2CC(C)C)o1
    2.3, 6.5, -0.3, -5.3, -20.0, 16.5, -0.31, -4.1, 1.2
Cc1occc1C(=O)NC(C)c1ccc2c(c1)OCO2 (configuration not stated)
    -3.9, 9.8, 2.1, -7.2, -14.0, 12.2, 0.49, 0.1, -139.7
CC1(C)CC(=O)C2=C(C1)OC(/N=C/N1CCOCC1)=C(C#N)C2c1ccccc1 (configuration not stated)
    -5.4, 0.9, 4.1, -6.4, -22.2, -27.8, 0.18, -1.9, -59.4
Clc1cccc(Cl)c1COc1ccccn1
    -7.4, 3.0, 6.6, -1.6, 4.5, 2.9, -0.49, 4.3, -69.5
CC1(C)Cc2ccccc2C(c2cc3ccccc3oc2=O)=N1
    -7.7, 6.5, 6.3, -1.0, -4.1, -6.8, 0.22, -1.0, -27.2
CCc1ccc(C2=NN(c3ccc(S(N)(=O)=O)cc3)C(c3ccc(F)cc3)C2)cc1 (configuration not stated)
    10.4, -8.8, -6.9, /, 1.5, 21.4, -0.73, -0.5, -3.6
CN=C1S/C(=C\c2cn(C(C)=O)nc2-c2ccccc2)C(=O)N1C
    5.1, -7.0, -1.7, /, -6.9, 15.1, /, 7.6, 22.1
Cc1cc(NC(=O)CSc2nc(-c3ccccc3)c(C#N)c(=O)[nH]2)no1
    -0.8, -8.7, 0.6, 1.5, -3.7, 13.6, -0.32, -6.7, 5.1
CCOC(=O)CN1NC2(CCCC(C)C2)NC1=S (configuration not stated)
    2.3, -4.1, -0.3, 1.2, -21.1, -10.1, 2.11, 0.2, -9.9
O=[N+]([O-])c1ccc(/C=N/Nc2nc(N3CCCC3)nc(N3CCCC3)n2)o1
    10.7, 7.1, -8.7, 20.8[fluorescence artefact?], -5.4, -6.1, -0.28, 2.4, -8.1
Cc1ccccc1CSCCNC(=O)c1ccc(Cl)c(S(=O)(=O)N2CCOCC2)c1
    1.1, -5.1, -1.6, -8.0, -44.4, -0.4, -1.31, -1.8, -18.7
COc1cc(-c2nnc(COC(=O)c3cc(C)nc4ccc(C)cc34)o2)cc(OC)c1OC
    13.6, -8.5, -11.0, 15.0[fluorescence artefact?], 11.0, -24.1, -1.77, 3.9, 21.7
COC(=O)[C@@H](NC(=O)NCc1cccs1)C(C)C
    3.2, /, -3.8, -2.8, /, /, 0.01, -0.6, -6.3
Cc1sc2nc(SCC(=O)NCc3ccco3)n(C)c(=O)c2c1C
    -1.5, -6.5, 4.4, 0.4, -17.5, -4.4, 2.39, 1.2, -9.5
c1ccc(Cc2nc3ccccc3o2)cc1
    4.1, 20.3, -3.6, 5.8[fluorescence artefact?], 11.0, /, 1.04, -0.5, -8.1
CCCNC(=S)NC1CC2CCCC(C1)N2CC(C)C (configuration not stated)
    -14.5, 5.3, 17.4, /, -27.1, 14.2, -0.78, -0.9, 30.0
CCN(Cc1cc2ccc(C)cc2[nH]c1=O)C(=O)c1ccncc1
    -7.6, 4.7, 5.8, 4.8, -13.0, -2.8, /, 0.1, -43.7
O=C(Nc1ccccc1)c1ccccc1NC(=O)C(F)(F)F
    -1.4, -10.4, -0.2, /, 4.8, -29.1, -0.08, -0.5, -12.1
Cc1ccc(-c2ccc(CCC(=O)O)n2Cc2ccco2)cc1
    3.0, 21.0, -1.4, 31.2, -11.6, 2.5, 0.4, -1.3, -5.5
CCCn1c2c(c(O)c(C(=O)NC)c1=O)CCCC2
    4.4, -3.1, -1.1, 3.1, -8.3, 11.4, 0.76, 8.6, 9.2
CCOc1ccc2nc(NC(=O)C3CCCN(S(=O)(=O)c4cccs4)C3)sc2c1 (configuration not stated)
    1.1, 0.1, -3.5, 4.5, -9.3, 15.3, -0.62, 1.9, -4.7
Brc1ccc(NCc2cccc3ccccc23)nc1
    9.0, -31.1, -8.1, -3.8, 16.0, /, -0.43, 0.1, -8.8
CCOc1cc(NC(=S)Nc2cccc(C)c2)c(OCC)cc1NC(=O)CC(C)C
    10.5, 5.8, -7.0, /, /, 19.4, -0.29, -9.3, -3.4
COc1ccc(C(=O)Nc2nc(-c3cccs3)cs2)cc1
    -1.1, -6.9, -2.9, -4.7, -25.7, 4.9, -1.35, 1.6, 7.2
O=C(NC1CCCCC1NC(=O)c1cccs1)c1cccs1 (configuration not stated)
    6.9, -6.2, -3.0, 5.0, -12.7, 7.0, -0.56, -1.1, -10.8
CCOC(=O)C(/C=C(\C#N)C(=O)OCC)=C(/N)N1CCN(c2ccccc2)CC1
    -4.5, 13.2, 1.8, -4.7, -35.0, 19.1, 0.53, 3.1, -35.7
N#Cc1c(N)c(C(=O)c2ccccc2)n2c1CCCC2
    -8.3, 3.1, 4.7, -4.8, 5.4, 2.1, 0.01, 1.2, -11.2
CCOC(=O)C1C(=O)NC(N2CCN(c3ccccc3)CC2)=NC1c1ccco1 (configuration not stated)
    -20.1, 9.7, 11.5, -2.8[fluorescence artefact?], -19.0, 10.5, -0.5, 3.3, -25.1
Cc1cc(NS(=O)(=O)c2ccc(NC(=O)c3cc(-c4cccnc4)nc4ccc(Cl)cc34)cc2)no1
    -3.9, 18.9, 6.1, /, -4.3, -11.9, -1.92, -2.4, -20.2
CCN(CC)CCN1C(=O)c2ccccc2NC1c1ccccc1F (configuration not stated)
    3.1, 5.5, -2.6, 4.2, 7.8, 4.8, 0.89, 1.3, -13.1
O=C(NCc1ccco1)c1cc(-c2ccccc2)nc2ccccc12
    0.9, 19.2, 1.4, 3.2, -4.7, 9.3, -1.11, 0.6, 17.3
CC1/C(=C\c2ccc(Cl)cc2)C(=O)C2CC1C2(C)C (configuration not stated)
    -0.7, -0.5, -0.7, /, -3.8, -14.1, 0.33, -0.1, 3.8
COc1ccc(N/C(=N\c2nc(C)cc(C)n2)NC(C)=O)cc1OC
    -6.5, 17.6, 5.8, 5.5, -38.9, 19.6, 0.92, -1.4, 6.9
O=C1c2ccccc2C(=O)N1CNc1ccccc1
    -1.8, -2.8, 5.6, -9.9, -17.4, 8.0, 0.47, -7.7, -21.0
CC(C)(CO)NC(=O)CCCOc1ccc(Cl)cc1Cl
    -4.2, 93.4*, -0.5, 8.1[fluorescence artefact?], -29.4, 31.1, 0.16, 1.8, -50.9
CCOC(=O)c1c(-c2ccccc2)csc1NC(=O)c1ccc(S(=O)(=O)N2CC(C)OC(C)C2)cc1 (configuration not stated)
    2.8, 21.9, -4.8, /, 69.4, -49.5, 0.38, 3.8, -2.3
COCCNC(=O)COC(=O)/C=C/c1cnc2ccccc2n1
    0.7, 5.6, -4.1, 7.9, -5.5, 19.5, 0.81, -2.7, 3.0

New compounds follow
Results follow in this order: LYP inh 2, VCAM1 TNFa inh, PTPN22 act, ERa coact inh, TNFa cytotox, cytoskel mod, Pyk2 oligo antag, FAK inh, HUVEC tox IL1B
COCCNS(=O)(=O)c1ccc(-c2ccc(C)cc2)cc1
    5.2, 9.9, -7.8, 7.2[fluorescence artefact?], -27.8, -18.0, -0.39, 0.7, -51.1
CCOC(=O)CSc1nc(-c2ccccc2)cc(C(F)(F)F)n1
    -11.1, -12.1, 11.7, 0.8, -25.8, 6.4, 0.14, -0.3, -22.4
CN1C(=O)/C(=C2\SC(N)=NC2=O)c2ccccc21
    -4.3, -42.1, 0.1, /, -22.8, 3.0, -1.58, 9.2, 5.1
COc1ccc(N=C2C(=Nc3ccc(OC)cc3)N(c3ccc(N(C)C)cc3)C(=S)N2c2ccc(OC)cc2)cc1
    2.7, -33.9, 0.2, /, -9.0, -16.6, -1.81, 0.2, 7.4
Cc1ccc(NC(=O)c2ccccc2)s1
    15.5, 27.0, -19.0, -3.8, -28.1, -22.4, 1.02, 2.1, 19.2
Nc1nc(SCC(=O)N2CCCC2)[nH]c(=O)c1-c1ccccc1
    -28.9, /, 27.8, 25.6, /, /, 1.28, -1.6, -29.0
NC1=NC(=O)CC(C(=O)NCCc2ccccc2)S1 (configuration not stated)
    6.5, 29.7, -6.7, 1.6, 5.3, -19.6, -0.47, -1.2, 2.2
CCOC(=O)c1c(-c2ccc(-c3ccccc3)cc2)csc1NC(=O)C1C2CCC(O2)C1C(=O)O (configuration not stated)
    14.2, -0.4, -9.6, /, -6.1, 13.4, 0.02, 13.7, 13.6
Cc1ccc(NC(=O)CSc2nc3ccccc3c(=O)n2CCCC(=O)N2CCCC2)cc1
    0.9, -8.6, -3.5, 9.6, 3.9, 2.2, -1.56, 11.0, 5.6
CCC(Sc1nc2n[nH]c(C)c2c(=N)n1-c1cccc(Cl)c1)C(=O)NCCOC (configuration not stated)
    6.3, 6.3, -8.1, /, -13.4, -0.3, -0.21, -3.5, -0.8
O=C(Cn1cnc2ccccc2c1=O)NCCC(=O)Nc1ccc2c(c1)OCCO2
    2.1, 6.2, -2.4, -2.4, -8.4, -14.8, 0.65, -1.9, -31.4
